Screening results as filed in PubChem BioAssay.
Pin1 inhibitor = human Pin1 inhibition; Q13526; Pin1 FP peptide displacement, HiFluor488, 10 min; Potency, µM (top dose mostly 115 µM), inactives show at the highest dose activity, negative = inhibition, usual class: inhibitors; 0.009% of 390,000 active; active = well fitted inhibition curve with a large enough effect in the polarisation, with a control signal flat, not every such curve was filed as active; inconclusive = small, poorly fitted or top-dose-only effect, or effect the other way, or a change in a side signal; inactive = no such curve, though single readings can be large or run the other way; the % refers to the polarisation; also: potency is read from the fitted curve at half-maximal effect; % is scaled to controls: 0 for no effect and ±100 for the full control effect
Target sequence (Q13526 whole entry, looked up): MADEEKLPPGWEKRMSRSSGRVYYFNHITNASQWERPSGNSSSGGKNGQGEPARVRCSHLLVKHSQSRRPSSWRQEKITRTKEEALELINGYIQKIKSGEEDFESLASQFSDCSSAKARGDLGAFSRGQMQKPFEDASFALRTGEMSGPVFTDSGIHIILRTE
Pol eta inh = blocks human DNA polymerase eta activity; Q9Y253; recombinant Pol eta, fluorescent DNA replication assay; Potency, µM (titrated, usually from 114 µM), for the others: at the highest dose activity change, negative = inhibition, most hits filed as inhibitors; 1.2% of 390,000 active; also: potency is read from the fitted curve at half-maximal effect; % is scaled to controls: 0 for no effect and ±100 for the full control effect
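Pol eta (10 nM) was preincubated with compounds for 15 min at room temperature, after which fluorescent replication substrate (50 nM final) was added to start the reaction. Fluorescence was read kinetically at 0 and 10 min.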
BAZ2B inh = BAZ2B (human) inhibition; AlphaScreen BAZ2B-H3K14Ac peptide displacement; Potency, µM (top dose mostly 114 µM), for inactives: at the top dose activity change, negative = inhibition, most hits filed as inhibitors; 4.4% of 360,000 active; AID 504333; also: potency is read from the fitted curve at half-maximal effect; % is scaled to controls: 0 for no effect and ±100 for the full control effect; nearly all actives have a fitted effect of over 60% in size
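BAZ2B (50 nM) with biotin-H3(5-23)K14Ac peptide (50 nM) in PBS pH 7.4, 0.01% Tween-20, preformed 30 min, then compound 30 min at room temperature; top concentration 110uM. AlphaScreen streptavidin donor/nickel chelate acceptor beads (10 ug/mL final), 20 min dark, signal read.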
G9a block = G9a (human) methyltransferase inhibition; G9a H3K9 monomethylation, AlphaScreen, 2 h; 8.8% of 350,000 active; Potency, µM (doses to about 102 µM), for inactives: top-dose activity, negative = inhibition, usual class: inhibitors; Q96KQ7; also: potency is read from the fitted curve at half-maximal effect; % is scaled to controls: 0 for no effect and ±100 for the full control effect; nearly all actives have a fitted effect of over 75% in size
Target sequence (Q96KQ7 913-1193 limits assumed): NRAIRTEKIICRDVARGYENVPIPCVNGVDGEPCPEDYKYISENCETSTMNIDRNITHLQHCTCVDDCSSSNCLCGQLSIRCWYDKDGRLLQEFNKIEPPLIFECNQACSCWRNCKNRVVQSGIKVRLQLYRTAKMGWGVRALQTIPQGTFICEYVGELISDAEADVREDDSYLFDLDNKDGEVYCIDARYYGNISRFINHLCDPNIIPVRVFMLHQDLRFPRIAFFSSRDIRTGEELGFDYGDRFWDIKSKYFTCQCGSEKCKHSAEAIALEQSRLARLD
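Compounds were preincubated with 20 nM G9a for 15 min, after which biotinylated H3K9 peptide (500 nM) and SAM (20 uM) started a 2 h room-temperature reaction. Monomethylated product was quantified by antibody-based AlphaScreen chemiluminescence.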
PI4K2A inh = inhibitors of human PI4K2A; Q9BTU6; purified PI4K2A, ADP-Glo luminescence, 1 h; stronger effect = lower value; activity change, negative = inhibition, % at 76.9 µM; 0.13% of 420,000 active; in the data active = activity change below about -50%; inconclusive = mostly about -30% to -49%;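 also: -100% = wells without enzyme as full effect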
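In this quantitative HTS, ADP production by PI4K2A was quantified luminescently after 1 h at ambient temperature; 100 microM adenosine served as plate-quality control.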
JMJD2A Tudor inh = JMJD2A Tudor domain (human) inhibition; 4.4% of 390,000 active; Potency, µM (highest dose often 114 µM), inactives show at the top dose activity change, negative = inhibition, usual class: inhibitors; AlphaScreen JMJD2A-Tudor / H3K4me3 peptide binding; also: potency is read from the fitted curve at half-maximal effect; % is scaled to controls: 0 for no effect and ±100 for the full control effect; nearly all actives have a fitted effect of over 50% in size
HP1b chromo inh = blocks HP1-beta chromodomain binding to methylated histone tails; P83916; AlphaScreen HP1-beta / biotin-H3K9me3 peptide binding; Potency, µM (top dose mostly 114 µM), without a hit: at the highest dose activity change, negative = inhibition, usual class: inhibitors; 0.56% of 390,000 active; also: potency is read from the fitted curve at half-maximal effect; nearly all actives have a fitted effect of over 70% in size; inactives centre near 23
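Compound inhibition of the preformed complex between 50 nM HP1-beta and 50 nM biotinylated H3K9me3 peptide was read by AlphaScreen. Buffer was PBS pH 7.4 with 0.01% Tween-20. Incubations ran 30 min at room temperature, with 10 ug/mL donor/acceptor beads.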
Tb PGK inh = blocks T. brucei phosphoglycerate kinase; P07378; PGK/GAPDH coupled, Kinase-Glo luminescence, 60 min; Potency, µM (top dose mostly 57.5 µM), for inactives: top-dose activity change, negative = inhibition, actives largely listed as inhibitors; 0.043% of 380,000 active; AID 602233; also: potency is read from the fitted curve at half-maximal effect; % is scaled to controls: 0 for no effect and ±100 for the full control effect; nearly all actives have a fitted effect of over 60% in size
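Luminescent ATP detection (Kinase-Glo Plus) follows a 60-minute room-temperature incubation, with wells lacking PGK as controls. Buffer: 100 mM TEA (pH 7.6), 5 mM MgCl2, 0.01% Tween-20. Coupling enzyme GAPDH (100 nM final) supplies unstable 1,3-BPG in-well.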
GLS inhibitor = blocks human kidney-isoform glutaminase activity. O94925. AID 624170. Potency, µM (doses to about 45.5 µM), inactives show at the highest dose activity change, negative = inhibition, actives largely listed as inhibitors. GLS enzymatic activity, qHTS titration. 0.21% of 410,000 active; also: potency is read from the fitted curve at half-maximal effect; % is scaled to controls: 0 for no effect and ±100 for the full control effect
Target sequence (O94925 whole entry, looked up, canonical isoform): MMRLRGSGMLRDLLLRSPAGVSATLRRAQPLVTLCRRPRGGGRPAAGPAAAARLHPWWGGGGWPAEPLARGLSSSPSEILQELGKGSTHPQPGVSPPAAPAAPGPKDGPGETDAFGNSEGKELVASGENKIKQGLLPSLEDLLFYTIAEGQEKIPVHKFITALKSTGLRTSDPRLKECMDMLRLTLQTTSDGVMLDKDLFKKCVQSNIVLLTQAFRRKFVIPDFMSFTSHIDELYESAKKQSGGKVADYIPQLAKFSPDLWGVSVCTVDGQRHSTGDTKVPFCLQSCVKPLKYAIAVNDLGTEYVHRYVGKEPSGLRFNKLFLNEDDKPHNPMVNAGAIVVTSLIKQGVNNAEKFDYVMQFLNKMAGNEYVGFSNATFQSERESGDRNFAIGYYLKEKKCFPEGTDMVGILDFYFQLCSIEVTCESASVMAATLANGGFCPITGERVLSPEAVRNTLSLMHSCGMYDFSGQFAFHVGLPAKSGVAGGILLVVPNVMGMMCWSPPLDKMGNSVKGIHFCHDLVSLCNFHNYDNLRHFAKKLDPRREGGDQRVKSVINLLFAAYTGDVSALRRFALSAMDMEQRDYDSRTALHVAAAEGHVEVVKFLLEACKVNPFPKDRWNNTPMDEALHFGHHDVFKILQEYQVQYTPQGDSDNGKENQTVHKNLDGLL
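hKGA in 45 mM KH2PO4 (pH 8.2), 0.02% Tween-20 with compound, then 1mM L-Glutamine (stock as added) plus glutamate oxidase/HRP/Amplex red coupling mix. Fluorescence read initially and after 30 min at RT; signal change reflects glutamate formation.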
Numbers without * were called inactive; & = joins results of further samples; [ ] = dose if it differs, or a comment. Unless noted, calls follow the shape of the dose curve; as a rule, active = well fitted curve in the direction sought with a large enough effect; inconclusive = small, poorly fitted or top-dose-only effect, or another doubt; inactive = no such curve, though single readings can be large; an effect the other way counts as inactive or inconclusive. An excerpt. The share of hits here may be higher or lower than overall.

For Cc1nc(SCc2cccnc2)[nH]c(=O)c1C the results were Pin1 inhibitor -9%, Pol eta inh -3%, BAZ2B inh 2%, G9a block 18%, PI4K2A inh 12, JMJD2A Tudor inh -10%, HP1b chromo inh 11%[57 µM], Tb PGK inh -6% and GLS inhibitor -6%.
`CCn1c(NCc2ccccc2NS(=O)(=O)c2ccc(C)cc2)nc2ccccc21` gave Pin1 inhibitor 6%, Pol eta inh -10%, BAZ2B inh -18%, G9a block -3%, PI4K2A inh -2, JMJD2A Tudor inh -30%[57.1 µM], HP1b chromo inh 27%, Tb PGK inh inactive and GLS inhibitor 11%.
COCCn1c(SCC(=O)N2CCc3ccccc3C2)nc2ccccc2c1=O was read as Pin1 inhibitor 0%, Pol eta inh -12%, BAZ2B inh -28%, G9a block 1%[59 µM], PI4K2A inh 11, JMJD2A Tudor inh -9%, HP1b chromo inh 8%, Tb PGK inh -5% and GLS inhibitor 0%.
`O=C(CSc1nnc(SCc2ccc(Cl)cc2)s1)N/N=C/c1ccc(Cl)cc1Cl` gave Pin1 inhibitor 23%, Pol eta inh -10%, BAZ2B inh -9%, G9a block 93%[activator][59 µM], PI4K2A inh -3, JMJD2A Tudor inh -4%, HP1b chromo inh 30%, Tb PGK inh 1% and GLS inhibitor -2%.
O=C(CSc1nnc(-c2ccc3c(c2)OCO3)o1)Nc1ncc(Cl)cc1Cl was read as Pin1 inhibitor 8%, Pol eta inh -17%, BAZ2B inh 7%, G9a block -2%[59 µM], PI4K2A inh 2, JMJD2A Tudor inh -7%, HP1b chromo inh 30%, Tb PGK inh -1% and GLS inhibitor -10%.
Screening O=C(CSc1nc2[nH]c(=O)cc(O)c2s1)Nc1cc(Cl)cc(Cl)c1 returned Pin1 inhibitor 23%, Pol eta inh 1%, BAZ2B inh -3%, G9a block 22%[59 µM], PI4K2A inh -3, JMJD2A Tudor inh -18%, HP1b chromo inh -8%, Tb PGK inh 0% and GLS inhibitor 8%.
`O=C(CN1C(=O)NC(Cc2ccccc2)C1=O)Nc1ccc(F)c(F)c1F` (centres undefined) gave Pin1 inhibitor -13%, Pol eta inh -19%, BAZ2B inh 12%, G9a block -10%[2.33 µM], PI4K2A inh 4, JMJD2A Tudor inh -15%, HP1b chromo inh 26%, Tb PGK inh -3% and GLS inhibitor 3%.
For C/C(=C1\SC(N2CCOCC2)=NC1=O)c1ccc(C)cc1 the results were Pin1 inhibitor -15%, Pol eta inh -3%, BAZ2B inh -1%, G9a block -33%[59 µM], PI4K2A inh 9, JMJD2A Tudor inh -7%, HP1b chromo inh 28%, Tb PGK inh -5% and GLS inhibitor 4%.
Screening N#CCc1nc2c3c4c(sc3ncn2n1)CCCC4 returned Pin1 inhibitor -1%, Pol eta inh -5%, BAZ2B inh 10%, G9a block -2%, PI4K2A inh -2, JMJD2A Tudor inh -34%, HP1b chromo inh -7%, Tb PGK inh -4% and GLS inhibitor -6%.
For COc1ccc(-c2cc3ccccc3oc2=O)cc1 the results were Pin1 inhibitor -1%, Pol eta inh -4%, PI4K2A inh -4, JMJD2A Tudor inh 8%, HP1b chromo inh 64%[activator], Tb PGK inh -6% and GLS inhibitor -3%.
Screening O=C(Nc1ccc(Br)cc1)C1CCN(c2ncccn2)CC1 returned Pin1 inhibitor -8%, Pol eta inh -17%, BAZ2B inh -10%, G9a block -3%[59 µM], PI4K2A inh 4, JMJD2A Tudor inh -12%, HP1b chromo inh 42%[activator], Tb PGK inh 7% and GLS inhibitor 3%.
Screening CCC(Sc1nc2ccsc2c(=O)n1Cc1ccc(C(=O)O)cc1)C(=O)Nc1cc(Cl)ccc1C (centres undefined) returned Pol eta inh inconclusive, PI4K2A inh -6, Tb PGK inh inconclusive and GLS inhibitor -4%.
O=C1c2ccccc2C(=O)N1CSc1nnc2c3ccccc3n(CCc3ccccc3)c2n1 was read as Pin1 inhibitor -7%, Pol eta inh -10%, BAZ2B inh 1%, G9a block 26%[12.7 µM], PI4K2A inh -4, JMJD2A Tudor inh -28%, HP1b chromo inh 19%, Tb PGK inh -5% and GLS inhibitor 0%.
Screening O=C(CNC(=O)c1ccc(Br)o1)NNC(=O)c1cccc(Cl)c1 returned Pin1 inhibitor 4%, Pol eta inh 9%, BAZ2B inh 7%, G9a block -2%, PI4K2A inh -2, JMJD2A Tudor inh -9%, HP1b chromo inh 25%, Tb PGK inh -1% and GLS inhibitor 18%.
CCc1cc2c(cc(C(=O)O)n2C)s1 was read as Pin1 inhibitor -3%, Pol eta inh -15%, BAZ2B inh -39%, G9a block inconclusive, PI4K2A inh 2, JMJD2A Tudor inh -26%, HP1b chromo inh -12%, Tb PGK inh -1% and GLS inhibitor -8%.
`Cc1cccc(/C=N\Nc2nnc(-c3ccccc3)c(=O)[nH]2)c1` gave Pin1 inhibitor 0%, Pol eta inh -6%, BAZ2B inh -37%, G9a block -5%[59 µM], PI4K2A inh -5, JMJD2A Tudor inh inconclusive, HP1b chromo inh 1%, Tb PGK inh -8% and GLS inhibitor 4%.
`COc1cccc(-c2nc(CS(=O)(=O)CC(=O)NCCc3ccc(OC)cc3OC)c(C)o2)c1` gave Pin1 inhibitor 12%&14%, Pol eta inh -5%&-11%, BAZ2B inh inconclusive, G9a block -44%[59 µM], PI4K2A inh 0&-1, JMJD2A Tudor inh -33%&-34%, HP1b chromo inh 2%&13%, Tb PGK inh -6%&0% and GLS inhibitor 2%&-2%.
For CCOC(=O)c1cnc2cc(-c3ccc(C)cc3)nn2c1C the results were Pol eta inh -12%, PI4K2A inh -2, Tb PGK inh -1% and GLS inhibitor -1%.
Screening Cc1cccc(CCNC(=O)C2CCN(S(=O)(=O)c3c(C)nn(C)c3C)CC2)c1 returned Pin1 inhibitor 2%, Pol eta inh -10%, BAZ2B inh 0%, G9a block 15%, PI4K2A inh 1, JMJD2A Tudor inh 0%, HP1b chromo inh 41%[activator], Tb PGK inh 6% and GLS inhibitor -12%.
Screening CCOC(=O)c1cccc(NC(=O)CN(c2ccc(C)cc2)S(=O)(=O)c2c(C)n[nH]c2C)c1 returned Pin1 inhibitor -10%, Pol eta inh inconclusive, BAZ2B inh inconclusive, G9a block -40%, PI4K2A inh 3, JMJD2A Tudor inh -10%, HP1b chromo inh 18%, Tb PGK inh inactive and GLS inhibitor -13%.

Quoted at random: two entries already listed
`O=C(CN1C(=O)NC(Cc2ccccc2)C1=O)Nc1ccc(F)c(F)c1F` (centres undefined) gave Pin1 inhibitor -13%, Pol eta inh -19%, BAZ2B inh 12%, G9a block -10%[2.33 µM], PI4K2A inh 4, JMJD2A Tudor inh -15%, HP1b chromo inh 26%, Tb PGK inh -3% and GLS inhibitor 3%.
COCCn1c(SCC(=O)N2CCc3ccccc3C2)nc2ccccc2c1=O was read as Pin1 inhibitor 0%, Pol eta inh -12%, BAZ2B inh -28%, G9a block 1%[59 µM], PI4K2A inh 11, JMJD2A Tudor inh -9%, HP1b chromo inh 8%, Tb PGK inh -5% and GLS inhibitor 0%.

More compounds
Screening CC1=C(C(=O)N2CCN(c3ccccc3)CC2)C2(CCCCC2)OC1=O returned Pin1 inhibitor -8%, BAZ2B inh -17%, G9a block -18%[59 µM], PI4K2A inh 4, JMJD2A Tudor inh -11%, HP1b chromo inh 33% and GLS inhibitor -12%.
For CCC(NC(=O)c1ccccc1NC(=O)c1ccc(OC)cc1)C(=O)N1CCCC1 (centres undefined) the results were Pin1 inhibitor 2%, Pol eta inh 6%, BAZ2B inh 5%, G9a block -2%, PI4K2A inh 2, JMJD2A Tudor inh -19%, HP1b chromo inh 30%, Tb PGK inh -3% and GLS inhibitor -2%.
Screening O=C(NCCCN1CCOCC1)C(=O)N/N=C/c1c(Cl)cccc1Cl returned Pin1 inhibitor 2%, Pol eta inh -28%, BAZ2B inh -11%, G9a block 4%, PI4K2A inh -1, JMJD2A Tudor inh 3%, HP1b chromo inh 34%, Tb PGK inh 2% and GLS inhibitor 7%.
N#C/C(=C/c1cn(Cc2ccc(F)cc2)c2ccccc12)C(=O)Nc1cccc(Cl)c1 was read as Pin1 inhibitor inconclusive, Pol eta inh -17%, BAZ2B inh 3%, G9a block 4%[59 µM], PI4K2A inh -5, JMJD2A Tudor inh -6%, HP1b chromo inh 27%, Tb PGK inh 1% and GLS inhibitor 0%.
Cn1c(SCC(=O)NCCN2C(=O)CSC2=O)nnc1-c1ccccc1 was read as Pin1 inhibitor 8%, Pol eta inh -2%, BAZ2B inh 1%, G9a block 6%[59 µM], PI4K2A inh -4, JMJD2A Tudor inh 0%, HP1b chromo inh 67%[activator], Tb PGK inh -2% and GLS inhibitor -6%.
CCOc1ccc(-n2c(Cc3cc(=O)[nH]c(=O)[nH]3)nnc2SCC(=O)OC)cc1 was read as Pin1 inhibitor -20%, Pol eta inh -14%, BAZ2B inh 6%, G9a block inconclusive, PI4K2A inh 7, JMJD2A Tudor inh -20%, HP1b chromo inh 8%, Tb PGK inh inactive and GLS inhibitor -7%.
Screening Cc1ccc(S(=O)(=O)c2nnn3c2nc(N2CCN(c4cccc(C)c4C)CC2)c2ccccc23)cc1C returned Pin1 inhibitor -7%, Pol eta inh 12%, BAZ2B inh 0%, G9a block -17%[59 µM], PI4K2A inh 0, JMJD2A Tudor inh -7%, HP1b chromo inh 41%[activator], Tb PGK inh -2% and GLS inhibitor -9%.
`CCCCOc1ccc(OC(=O)c2sc3ncn(Cc4cccc(F)c4)c(=O)c3c2C)cc1` gave Pin1 inhibitor 1%, Pol eta inh -21%, BAZ2B inh 12%, G9a block 3%[59 µM], PI4K2A inh 2, JMJD2A Tudor inh 19%, HP1b chromo inh 54%[activator], Tb PGK inh -5% and GLS inhibitor 2%.
